# From PubChem BioAssay
# MPTP block: inhibitors of mitochondrial permeability transition pore; isolated mouse mitochondria, Ca2+ swelling absorbance, 30 min; inhibition, % at 10 µM; 360,000 tested, 1.4% active; AID 602449;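 active = inhibition of 50% or more, scaled per plate between neutral and stimulator controls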;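 also: 0% = DMSO wells given calcium and 100% = 1 mM EGTA wells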
# MIN6 prolif: induces beta-cell replication in MIN6 cells; AID 2380; 330,000 tested, 0.29% active; MIN6 cells proliferation, ATPlite luminescence, 48 h; cells starved in 0.2% serum; 100% = growth in 10% serum; proliferation, % at 10 µM;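 active = compounds whose signal lies at least 3.5 SD above the mean of all wells on their plate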;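 also: 0% = DMSO-treated cells in low-serum medium and 100% = 10% serum control; some compounds called inactive have numbers as strong as hits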
# A3A deaminase: blocks human APOBEC3A ssDNA deamination. P31941. recombinant A3A, FAM/TAMRA ssDNA deamination fluorescence. inhibition, % at 20 µM. 330,000 tested, 0.41% active. AID 493011;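 active = at least 40% inhibition at 20 µM here, with at most 30% in a related deaminase screen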;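 also: plate controls were A3A with DMSO for no effect and wells lacking A3A enzyme for full effect; some results filed as inactive read as strong as hits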
# Target sequence (P31941 whole entry, looked up): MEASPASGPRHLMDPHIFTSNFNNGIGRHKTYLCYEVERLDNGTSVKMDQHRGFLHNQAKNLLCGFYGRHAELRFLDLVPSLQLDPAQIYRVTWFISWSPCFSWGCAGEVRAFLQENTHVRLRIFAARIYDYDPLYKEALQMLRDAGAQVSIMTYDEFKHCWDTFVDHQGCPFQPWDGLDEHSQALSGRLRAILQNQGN
# hIAP act: increases human intestinal alkaline phosphatase activity | P09923 | purified human IAP, CDP-Star luminescence, 30 min; hits give high values; 1 = vehicle-only enzyme, 0 = enzyme-free background | activation factor at 10 µM | 330,000 tested, 0.16% active;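 active = activation factor of the enzyme at least 2-fold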; also: the source names both 10 and 20 µM as test concentration; values of inactives mirror those of a sister screen read the other way
# mIAP act: increases mouse intestinal alkaline phosphatase activity; muIAP, CDP-Star luminescence, 30 min; hits give high values; 1 = vehicle-only enzyme signal, 0 = enzyme-free wells; 330,000 tested, 0.24% active; activation factor at 10 µM;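 active = activation factor of at least 2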; also: the source names both 10 and 20 µM as test concentration; values of inactives mirror those of a sister screen read the other way
#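 also added = chemiluminescent substrate CDP-Star | test system = mouse IAP enzyme | signal = chemiluminescence readout | compound = DMSO-dissolved test compounds | incubation = 30 min at room temperature | benchmarks = DMSO wells, no-enzyme wells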
# ATG4B inhibitor: ATG4B (human) cysteine protease inhibition; 340,000 tested, 0.51% active; ATG4B cleavage of LC3-PLA2, NBD-HPC fluorescence, 1 h; Q9Y4P1; AID 504462; inhibition, % at 8.33 µM; in the data active = inhibition above about 40%
# Target sequence (Q9Y4P1 whole entry, looked up): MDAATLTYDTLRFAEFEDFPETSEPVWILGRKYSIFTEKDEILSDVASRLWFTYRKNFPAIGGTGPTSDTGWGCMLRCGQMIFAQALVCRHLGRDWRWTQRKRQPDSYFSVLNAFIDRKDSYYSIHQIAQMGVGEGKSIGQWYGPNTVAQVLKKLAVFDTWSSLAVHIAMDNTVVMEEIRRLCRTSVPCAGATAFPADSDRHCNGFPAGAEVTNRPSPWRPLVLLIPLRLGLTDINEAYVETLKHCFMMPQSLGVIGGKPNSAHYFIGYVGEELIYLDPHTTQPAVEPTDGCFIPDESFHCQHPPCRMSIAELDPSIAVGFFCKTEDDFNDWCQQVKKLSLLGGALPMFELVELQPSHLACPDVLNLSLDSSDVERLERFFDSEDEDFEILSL
# APOBEC3G inh: APOBEC3G (human) deaminase inhibition; Q9HC16; recombinant A3G, ssDNA deamination FAM/TAMRA fluorescence; 330,000 tested, 0.28% active; inhibition, % at 20 µM; AID 493012;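 active = inhibition of at least 40% at 20 µM, with no more than 30% in the related APOBEC3A deaminase screen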;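 also: plate controls were DMSO wells with A3G for no effect and wells lacking A3G enzyme for full effect; some compounds called inactive have numbers as strong as hits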
# Target sequence (Q9HC16 whole entry, looked up): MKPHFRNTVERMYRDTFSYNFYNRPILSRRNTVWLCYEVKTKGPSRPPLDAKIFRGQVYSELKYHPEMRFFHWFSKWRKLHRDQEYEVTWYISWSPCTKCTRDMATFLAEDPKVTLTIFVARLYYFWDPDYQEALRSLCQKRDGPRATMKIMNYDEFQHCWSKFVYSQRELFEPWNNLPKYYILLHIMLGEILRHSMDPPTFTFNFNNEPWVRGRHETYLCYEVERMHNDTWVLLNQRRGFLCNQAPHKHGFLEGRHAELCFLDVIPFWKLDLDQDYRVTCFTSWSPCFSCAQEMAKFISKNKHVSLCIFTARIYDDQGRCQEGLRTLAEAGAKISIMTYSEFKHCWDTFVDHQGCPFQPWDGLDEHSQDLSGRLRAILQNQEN
# hIAP block: human IAP inhibition | P09923 | purified IAP, CDP-Star luminescence, 30 min | inhibition, % at 10 µM | 330,000 tested, 0.12% active | AID 2544;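 active = inhibition reaching a set limit with compound at 10 µM in the primary screen, cut at about 35% in these data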;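 also: plate controls were DMSO wells with enzyme for no effect and no-enzyme buffer wells for full effect; values of inactives mirror those of a sister screen read the other way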
# mIAP inh: blocks mouse intestinal alkaline phosphatase; purified mouse IAP, CDP-Star luminescence, 30 min; AID 2806; 330,000 tested, 0.2% active; inhibition, % at 10 µM;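 active = inhibition of at least 40% at 10 µM in the primary screen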;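 also: plate controls were DMSO with enzyme for no effect and no enzyme wells for full effect; values of inactives mirror those of a sister screen read the other way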
# Starred values were filed as active, the others as inactive; x = no result given. Hits appear at their usual frequency. About 3.3% of those tested had a hit in this group.
item	molecule	MPTP block	MIN6 prolif	A3A deaminase	hIAP act	mIAP act	ATG4B inhibitor	APOBEC3G inh	hIAP block	mIAP inh
1	CCOC(=O)N1CCN(C(=O)CSCc2ccc(Br)cc2)CC1	1.1	2	3	0.97	0.95	0	-11	3	5
2	O=C1OC(c2ccc3c(c2)OCO3)=N/C1=C\c1ccc(C(=O)O)cc1	-0.9	0	40*	1.1	0.88	8	11	-13	12
3	COc1ccc(OCCNS(=O)(=O)c2ccccc2)cc1	4.0	-2	1	1	1	2	-3	-3	-4
4	O=C(NC1=NCCS1)c1ccccc1	-2.0	4	-6	0.84	0.91	11	-2	16	9
5	COc1cccc(N2CCN(C(=O)Nc3ccc4c(c3)NC(=O)CO4)CC2)c1	0.0	0	-1	0.98	1	0	-2	2	-2
6	COC(=O)C1CCN(C(=O)c2cc(S(=O)(=O)N3CCCCC3)ccc2Cl)CC1	-0.2	-4	-3	1	1.1	2	-9	-2	-9
7	C[C@H](NC(=O)OCc1ccccc1)c1nnc([C@H](Cc2ccccc2)NC(=O)OC(C)(C)C)o1	-0.6	-1	2	0.91	1	-6	1	9	-2
8	CCOc1ccc2nc(NC(=O)c3c([N+](=O)[O-])cnn3CC)sc2c1	0.6	-3	2	1.1	0.98	-5	-6	-6	2
9	Cc1cc(=O)oc2c3c(cc(OCC(=O)N[C@H](C(=O)O)c4ccccc4)c12)OC(C)(C)CC3	0.4	4	-3	1	0.91	-2	-4	0	9
10	Cc1ccc(C)c(NC(=O)NNS(=O)(=O)c2ccc(C)c(C)c2)c1	1.0	0	-1	0.96	1	-1	-3	4	-2
11	COC(=O)NCc1ccc2c(c1)OCO2	0.7	0	-2	0.91	0.93	-7	-4	9	7
12	CCc1ccccc1NNC(=O)c1snnc1C	1.8	-4	-2	1.1	1	-1	40	-6	-4
13	Cc1cc(OCC(=O)OCC(=O)N(C)c2c(N)n(Cc3ccccc3)c(=O)[nH]c2=O)ccc1Cl	1.4	2	0	1	0.96	-9	-8	0	4
14	CC(=O)N1c2ccc(S(=O)(=O)N3CCOCC3)cc2CC1C (configuration not stated)	0.1	-4	-1	0.92	1	11	-1	8	0
15	Cc1ccc(C)c(S(=O)(=O)N2CCCC2CNC(=O)c2ccc([N+](=O)[O-])cc2)c1 (configuration not stated)	-0.8	-5	0	1.1	0.98	-10	-7	-6	2

# The last 7 compounds of the section above come first, to join the parts:
item	molecule	MPTP block	MIN6 prolif	A3A deaminase	hIAP act	mIAP act	ATG4B inhibitor	APOBEC3G inh	hIAP block	mIAP inh
9	Cc1cc(=O)oc2c3c(cc(OCC(=O)N[C@H](C(=O)O)c4ccccc4)c12)OC(C)(C)CC3	0.4	4	-3	1	0.91	-2	-4	0	9
10	Cc1ccc(C)c(NC(=O)NNS(=O)(=O)c2ccc(C)c(C)c2)c1	1.0	0	-1	0.96	1	-1	-3	4	-2
11	COC(=O)NCc1ccc2c(c1)OCO2	0.7	0	-2	0.91	0.93	-7	-4	9	7
12	CCc1ccccc1NNC(=O)c1snnc1C	1.8	-4	-2	1.1	1	-1	40	-6	-4
13	Cc1cc(OCC(=O)OCC(=O)N(C)c2c(N)n(Cc3ccccc3)c(=O)[nH]c2=O)ccc1Cl	1.4	2	0	1	0.96	-9	-8	0	4
14	CC(=O)N1c2ccc(S(=O)(=O)N3CCOCC3)cc2CC1C (configuration not stated)	0.1	-4	-1	0.92	1	11	-1	8	0
15	Cc1ccc(C)c(S(=O)(=O)N2CCCC2CNC(=O)c2ccc([N+](=O)[O-])cc2)c1 (configuration not stated)	-0.8	-5	0	1.1	0.98	-10	-7	-6	2
16	Cc1cc(C)c2c(c1)/C(=N/NC(=S)Nc1ccc(F)cc1)CCC2	0.9	-2	-1	1.2	1	-7	-4	-20	-1
17	COc1ccc(C2(C(=O)Nc3ccc(C)c(C)c3)CCOCC2)cc1	-1.6	0	1	1	1	0	-10	-1	-2
18	O=c1cc(CO)oc(CN2CCN(c3cccc(C(F)(F)F)c3)CC2)c1O	0.1	-1	-1	0.84	1.1	-4	4	16	-6
19	COc1ccc(Cl)cc1C(=O)NCC#N	0.3	6	1	1	0.99	-11	0	0	1
20	CC1(C)CC(=O)C2=C(C1)N(c1ccc(F)cc1)C(=O)C2(NC(=O)c1ccccc1)C(F)(F)F (configuration not stated)	x	0	3	0.93	1.1	x	34	7	-7
21	O=C1[C@@H]2Cc3c([nH]c4ccccc34)C(c3ccccc3)N2C(=O)CN1C1CC1 (some centres not stated)	0.7	-3	-1	0.96	1.1	-4	-5	4	-9
22	O=C1CN(C(=O)COC(=O)c2ccccc2NC(=O)c2ccco2)c2ccccc2N1	0.5	-2	-1	0.99	1.1	-21	-6	1	-7
23	CC(C)CC(=O)N1CCC(N(CCc2ccccc2)Cc2ccccc2)CC1	0.2	-4	-4	1.3	0.92	3	0	-32	8
24	CCCCc1ccc(NS(=O)(=O)N(C)C)cc1	-0.1	-2	7	0.91	1	-4	3	9	0
25	COc1ccccc1N(O)C1CC(=O)N(c2ccc(Br)cc2)C1=O (configuration not stated)	-0.1	-2	-1	0.89	0.85	7	0	11	15
26	O=C(CSc1ccc(Cl)cc1)NC1CCCc2ccccc21 (configuration not stated)	0.4	-2	0	1.1	1.2	7	-1	-10	-17
27	O=C(Nc1ccc(C(=O)N2CCCCC2)cc1)c1ccc(Br)cc1	-4.2	-4	4	1.1	1.1	7	1	-6	-9
28	Cc1cccc(NC(=O)C2C(C(=O)O)C3C=CC2C32CC2)c1C (configuration not stated)	2.5	-2	-2	1.2	0.93	-1	-5	-18	7
29	COc1ccc(CNC(=O)c2sc(=S)n(-c3ccccc3)c2N)cc1	5.9	-4	-2	0.83	0.96	-4	31	17	4
30	C[C@@H]1C=C[C@](Cc2ccccc2)(C(=O)NCCc2c[nH]c3ccccc23)N1C(=O)c1ccccc1	1.7	-5	-3	0.93	1.3	-2	-9	7	-28
31	CNC(=S)N/N=C/c1ccc(-c2ccc(C(=O)O)cc2)o1	1.2	-2	12	1.1	0.91	-1	0	-6	9
32	CC12CCC(C(=O)O)(c3nc4cc([N+](=O)[O-])ccc4nc31)C2(C)C (configuration not stated)	0.7	0	5	0.87	0.94	-9	-6	13	6
33	CC1CCCCN1S(=O)(=O)c1ccc2c(c1)C(C)(C)C(=O)N2C (configuration not stated)	-0.8	6	-2	0.98	1	-2	-2	2	0
34	CC(=O)Nc1ccc(-n2c(C)ccc2C)cc1	-0.3	2	2	1	1	-1	-3	0	-3
35	CCc1ccc(OCC(=O)NNC(=O)c2cnccn2)c(Br)c1	-1.3	-3	-5	1.7	0.87	1	-8	-73	13
36	CCN(CC)c1ccc(/C=N/Nc2nc(C)cc(=O)[nH]2)cc1	-0.7	-3	-1	0.93	0.89	1	-12	7	11
37	COc1ccc(C(=O)Nc2cc(OC)c(Cl)cc2Cl)cc1	1.3	0	-4	1.1	0.94	-5	-5	-9	6
38	NC(=O)/C(=C\c1ccncc1)c1cccc2ccccc12	-0.8	2	-4	1.1	1.1	32	-4	-7	-6
39	COc1cc(CCC(=O)OCC(=O)NCCc2ccc(S(N)(=O)=O)cc2)cc(OC)c1OC	-0.8	-3	-2	1.1	1.1	1	-6	-5	-9
40	O=C(CC1C(=O)NCCN1Cc1c(F)cccc1Cl)NCCC1=CCCCC1 (configuration not stated)	1.3	-2	1	1.1	1.2	-4	-1	-12	-16
41	N#Cc1cccc(S(=O)(=O)NNC(=O)C23CC4CC(CC(C4)C2)C3)c1	0.1	-2	-2	1.1	1.1	-1	-1	-10	-8
42	CCCC1=NN(C(=O)Cc2ccc(OC)c(OC)c2)C(O)(C(F)(F)F)C1 (configuration not stated)	4.8	-1	0	1.1	1	-5	-6	-6	0
43	N/C(=N\OC(=O)c1ccccc1Cl)c1ccccn1	-3.0	-5	-2	0.87	0.95	12	-6	13	5
44	COc1ccc(C2=CC(c3ccc(C)cc3)n3nnnc3N2)cc1 (configuration not stated)	6.4	-2	-3	0.84	0.98	-3	-4	16	2
45	COC(=O)Nc1nc2ccc(SC(C)C)cc2[nH]1	-0.4	-8	3	1.6	0.98	2	7	-62	2
46	O=C1CC(C(=O)Nc2ccc(F)cc2)n2cnnc2N1 (configuration not stated)	0.0	-1	-8	1.1	1.1	-1	-7	-5	-11
47	CCOC(=O)c1cn(CC(=O)Nc2ccc(C(C)C)cc2)nn1	2.9	-3	3	0.94	1	2	2	6	-2
48	Cc1ccc(-c2cc(C(=O)NCCCn3ccnc3)c3ccccc3n2)s1	-0.2	-2	3	1.1	0.94	0	-6	-6	6
49	O=C(c1ccccc1)C1CCc2occc2C1=O (configuration not stated)	-1.8	0	-3	0.98	0.97	-4	-4	2	2
50	Cc1cc(C)c(C)c(S(=O)(=O)N(C)CCc2ccccn2)c1C	-0.5	0	1	0.95	0.99	-7	-1	5	1
51	S=C(c1ccc(N2CCCC2)cc1)N1CCCCC1	3.8	-1	1	1	0.96	13	0	0	4
52	CCCC(C)NC(=O)CN(c1ccc2c(c1)OCCO2)S(=O)(=O)c1ccccc1 (configuration not stated)	0.2	-3	-2	1	1	5	-4	0	-2
53	COc1ccc(/C=C/c2c([N+](=O)[O-])c(=O)n(C)c(=O)n2C)c(OC)c1	0.0	1	1	0.79	0.96	6	-6	21	4
54	COc1ccc(-c2c(=O)n(OC)c3ccccc3[n+]2[O-])cc1OC	0.6	-6	3	0.89	1	-11	-1	11	-1
55	CC(C)C(=O)Nc1ncc(Cc2ccccc2Cl)s1	-4.3	-2	7	0.94	1	-4	1	6	-1
56	CC(NC(=O)CCOc1ccccc1)c1ccccc1 (configuration not stated)	-3.2	-2	-3	0.87	1.1	-5	-5	13	-9
57	Cc1ccc(C(O)c2cccnc2)o1 (configuration not stated)	-0.2	1	-2	0.92	0.94	-5	-7	8	6
58	O=C(NCC1CCCO1)C1CCCN1C(=O)Nc1ccccc1[N+](=O)[O-] (configuration not stated)	-0.8	1	-3	1	0.91	2	-8	-2	9
59	COc1ccc(C(=O)CN(C(=O)c2ccc(Cl)cc2)N2C(=O)C3CCCCC3C2=O)cc1 (configuration not stated)	4.9	-2	-4	1.1	0.92	-4	-8	-10	8
